SUMO1 PPI mod: modulators of SUMO1 protein-protein interactions, primary screen, biochemical, uHTS | 360,000 tested, 0.33% active | Small ubiquitin-related modifier 1 (Homo sapiens), P63165 | SUMO1 binding to a labelled peptide, TR-FRET, 1 h | inhibition, % at 20 µM | AID 602429, 2012; in the data active = inhibition above about 37%
Rpn11 block: Rpn11 (PSMD14) deubiquitinase inhibitors, primary screen, biochemical, fluorescence polarization, uHTS. AID 588493, 2011. human 26S proteasome, Ub4-pepOG fluorescence polarization; 20S core pre-blocked with epoxomicin. calls only at 20 µM. 26S proteasome non-ATPase regulatory subunit 14 (Homo sapiens), O00487. 360,000 tested, 0.59% active;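 active = inhibition at 20 µM, scaled to each plate's controls, above about 33%, limit read from the data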
MsrA inhibitor: bovine MsrA enzyme inhibitors, primary screen, biochemical, absorbance, HTS; Methionine sulfoxide reductase A (Bos taurus); purified bovine MsrA, absorbance read-out; inhibition, % at 15.5 µM; 360,000 tested, 0.75% active; in the data active = inhibition above about 4.5%;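 note: 0% = vehicle wells with enzyme and 100% = reference inhibitor wells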
STEP block: STEP phosphatase inhibitors, primary screen, biochemical, fluorescence intensity, uHTS. recombinant STEP, OMFP fluorogenic substrate. inhibition, % at 20 µM. AID 588621, 2011. 360,000 tested, 0.25% active;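 active = inhibition at 20 µM, scaled per plate between control wells, above about 37%, limit read from the data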;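 note: 0% = DMSO with enzyme and substrate and 100% = substrate only without enzyme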
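Material: STEP (striatal-enriched tyrosine phosphatase) enzyme, cell-free; Compound dosing: 20 µM single dose in 1% DMSO; Technique: fluorescence read at 480 nm ex / 540 nm em; Times: reaction 20 min, ambient temperature; Medium: 50 mM Bis-Tris pH 6.0 with 2.5 mM DTT and 0.005% Tween 20; Also added: OMFP at 25 µM.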
Scp-1 inhibitor: Scp-1 phosphatase inhibitors, primary screen, biochemical, colorimetric, uHTS; Carboxy-terminal domain RNA polymerase II polypeptide A small phosphatase 1 (Homo …; Recombinant Scp1, phosphopeptide, malachite green phosphate absorbance; inhibition, % at 20 µM; 340,000 tested, 0.88% active; AID 493091, 2011;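 active = inhibition above about 50% at 20 µM, limit read from the data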;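 note: plate controls were DMSO wells with enzyme for no effect and wells lacking enzyme for full effect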
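Assay system: SCP-1 catalytic fragment, aa 76-261 | Buffer or medium: Tris acetate buffer pH 5.5 with MgCl2 and Tween-20 | Compound: One concentration, 20 µM, with 1.0% DMSO | Also added: Phospho 17-mer peptide substrate | Signal: Absorbance at 630 nm | Incubation: 45 min enzyme reaction at room temperature | Measure: % inhibition of SCP-1 phosphate liberation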
TbMetRS inhib: T. brucei MetRS inhibitors, primary screen, biochemical, luminescence; methionyl-tRNA synthetase (Trypanosoma brucei brucei); 360,000 tested, 0.4% active; purified T. brucei MetRS, ATP depletion, Kinase-Glo luminescence; inhibition, % at 11.9 µM;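 active = inhibition above a per-plate cutoff of the control wells' mean inhibition plus 3 SD, cut at about 5.5% in these data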;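 note: 0% = DMSO wells median and 100% = median of wells with control inhibitor compound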
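Test system – parasite MetRS enzyme · Reagent – substrates ATP, L-methionine and bulk Escherichia coli tRNA · Doses – 11.9 µM compound single dose, 0.9% DMSO · Times – 15 min enzyme-compound preincubation, 2 h reaction, 10 min detection, 25 °C · Signal – Kinase-Glo luminescence, ATP depletion format · Controls – DMSO-only wells as low control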
CSN inh: inhibitors of CSN-mediated cullin deneddylation, primary screen, biochemical, fluorescence polarization, uHTS | inhibition, % at 12.5 µM | COP9 signalosome complex subunit 5 (Homo sapiens), Q92905 | 360,000 tested, 0.38% active | Purified CSN, SCF-Nedd8-OG deneddylation;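 active = pattern-corrected inhibition above about 35%, with an unprinted fluorescence ratio check between 0.5 and 1.5, limit read from the data, passing the limit was not always enough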;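 note: 0% = enzyme with substrate and 100% = substrate without enzyme; some results filed as inactive read as strong as hits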
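Material: human Csn5 produced in HEK293T cells; Input: enzyme 0.24 nM; Reagent: SCFSkp2-Nedd8OG substrate at 10 nM final; Dosing: 12.5 µM compound; Incubation: 90 min reaction at room temperature; Detection: fluorescence polarization of the substrate; Evaluation: % inhibition of substrate cleavage by Csn5; Control set: substrate-only high control, full reaction low control.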
DNMT1 inh: human DNMT1 methyltransferase inhibitors, primary screen, biochemical, molecular beacon, fluorescence, HinP1I cleavage, uHTS; inhibition (reported as % activation of signal), % at 10 µM; 360,000 tested, 0.83% active; AID 588458, 2011; in the data active = inhibition above about 50%
Target sequence (P26358 504-1616 limits assumed): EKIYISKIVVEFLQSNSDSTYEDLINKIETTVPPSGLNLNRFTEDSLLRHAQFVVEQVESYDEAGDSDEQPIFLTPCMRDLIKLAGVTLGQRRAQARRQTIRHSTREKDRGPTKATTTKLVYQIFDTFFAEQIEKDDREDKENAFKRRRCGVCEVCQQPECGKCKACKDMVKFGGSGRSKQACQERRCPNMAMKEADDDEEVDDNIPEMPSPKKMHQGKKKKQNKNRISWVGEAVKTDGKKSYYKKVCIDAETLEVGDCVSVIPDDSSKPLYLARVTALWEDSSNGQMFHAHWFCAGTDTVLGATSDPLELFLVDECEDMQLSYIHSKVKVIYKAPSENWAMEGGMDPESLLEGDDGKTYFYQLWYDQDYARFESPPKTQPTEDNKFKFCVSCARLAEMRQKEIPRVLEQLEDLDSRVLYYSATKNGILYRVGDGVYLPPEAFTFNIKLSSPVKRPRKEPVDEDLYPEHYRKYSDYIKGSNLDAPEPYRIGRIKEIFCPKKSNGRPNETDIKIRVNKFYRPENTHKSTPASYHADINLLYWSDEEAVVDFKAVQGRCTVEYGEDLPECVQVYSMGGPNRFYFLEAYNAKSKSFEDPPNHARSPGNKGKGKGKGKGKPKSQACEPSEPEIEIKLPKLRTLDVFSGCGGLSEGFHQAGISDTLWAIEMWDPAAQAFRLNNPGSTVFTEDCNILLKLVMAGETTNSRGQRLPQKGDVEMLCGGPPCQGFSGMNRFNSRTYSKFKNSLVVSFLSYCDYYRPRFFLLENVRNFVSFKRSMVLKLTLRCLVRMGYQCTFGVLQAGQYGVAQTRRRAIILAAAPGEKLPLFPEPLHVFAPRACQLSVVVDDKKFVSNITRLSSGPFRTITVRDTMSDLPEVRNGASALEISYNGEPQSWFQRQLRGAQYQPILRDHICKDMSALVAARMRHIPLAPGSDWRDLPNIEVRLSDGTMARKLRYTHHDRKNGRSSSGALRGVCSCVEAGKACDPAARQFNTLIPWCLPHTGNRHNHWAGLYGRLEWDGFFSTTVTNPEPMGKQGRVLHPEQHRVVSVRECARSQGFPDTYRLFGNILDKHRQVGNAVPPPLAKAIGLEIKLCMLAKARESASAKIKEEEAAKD
NadD inh: inhibitors of S. aureus NadD, primary screen, biochemical, colorimetric, uHTS. Nicotinate-nucleotide adenylyltransferase NadD (Staphylococcus aureus N315). AID 602399, 2012. purified NadD enzyme, colorimetric absorbance read-out. inhibition, % at 20 µM. 360,000 tested, 0.78% active; in the data active = inhibition above about 26%; note: some compounds past the cut are filed as inactive
LMPTP block: LMPTP phosphatase inhibitors, primary screen, biochemical, fluorescence intensity, uHTS; Low molecular weight phosphotyrosine protein phosphatase (Homo sapiens), P24666; recombinant LMPTP-A, OMFP fluorogenic substrate; inhibition, % at 20 µM; 360,000 tested, 0.22% active; AID 651560, 2012;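 active = compounds that cut the enzyme signal by at least half of the control window in the single-dose screen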;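 note: plate controls were DMSO wells with enzyme plus substrate for no effect and substrate without enzyme for full effect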
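Test system: LMPTP-A phosphatase enzyme; input: 0.625 nM LMPTP-A final; reagent: OMFP substrate, 400 µM final; compound dosing: 20 µM single dose, 3% DMSO; incubation: 50 min dark incubation at room temperature; measured by: endpoint fluorescence intensity from OMFP dephosphorylation; measure: % inhibition relative to no-enzyme and uninhibited control wells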
* hit, by the source's call; i = inactive; . = not tested or not shown.

cpd	structure	SUMO1 PPI mod	Rpn11 block	MsrA inhibitor	STEP block	Scp-1 inhibitor
1	O=C(Nc1nncs1)c1cccnc1Cl	2	i	-0.3	-4	-3
2	O=C(c1cc(Cl)cc(Cl)c1)N1CCC(=O)N(C(COCc2ccccc2)Cc2ccccc2)CC1 (configuration not stated)	9	i	0.8	1	-5
3	COC(=O)c1ccccc1NC(=O)COC(=O)c1ccc(C)c(NC(=O)c2ccco2)c1	2	i	-0.2	0	-5
4	CC1=CS(=O)(=O)CC1SC(=S)N(C)C1CCS(=O)(=O)C1 (configuration not stated)	-4	i	0.4	-1	-4
5	CC1CCCC(NC(=O)CCNC(=O)c2ccccc2Cl)C1C (configuration not stated)	-3	i	0.8	1	-4
6	Cc1cc(NC(=O)/C=C/c2ccccc2Cl)n(-c2nc3ccccc3[nH]2)n1	-3	i	1.0	1	-8
7	COc1ccc2[nH]c(=O)c(-c3noc(-c4ccccc4)n3)cc2c1	65*	.	0.6	39	82*
8	Cc1ccc(C(=O)CSc2nnc(COc3cccc(C)c3)o2)cc1	-3	i	0.6	-4	-20
9	Cc1cc(C(=O)OCC(=O)NC2CCC(C)CC2)c(C)o1 (configuration not stated)	-1	i	1.7	2	-6
10	COc1ccc(CNC(=O)C2CSC(c3ccc(OC)cc3)N2C(C)=O)cc1 (configuration not stated)	3	i	1.0	-3	-12
11	OCC1OC(c2ccccc2)OC2COC(c3ccccc3)OC12 (configuration not stated)	-1	i	-1.1	-1	5
12	COc1ccccc1OCc1nnc(SCC(=O)Nc2nnc(C3CC3)s2)n1C	0	i	-0.5	0	-1
13	CC(=O)Nc1ccc(NC(=O)C(C)Oc2ccc(C)nc2[N+](=O)[O-])cc1 (configuration not stated)	-25	i	1.3	-1	-10
14	COc1ccc(C(=O)N/N=C/c2ccc(N(C)c3ccccc3)cc2)cc1	-1	i	1.8	4	-7
15	C=C(C)C(=O)Oc1ccc(N2C(=O)[C@@H]3C4C=CC(C4)[C@@H]3C2=O)cc1	-3	i	-0.4	-1	-9

cpd	TbMetRS inhib	CSN inh	DNMT1 inh	NadD inh	LMPTP block
1	-0.8	0	2	-6	-0.6
2	-0.3	-4	-3	-7	1.0
3	-0.5	1	-5	-1	1.3
4	-0.1	4	-1	-1	1.0
5	-0.4	-2	-4	-4	-0.7
6	0.3	-7	6	29	3.3
7	-1.8	24	6	8	22
8	-1.0	-7	1	-4	0.4
9	-0.3	1	2	1	-1.0
10	-0.4	-4	0	4	-1.3
11	0.0	-6	-1	0	0.9
12	-0.7	1	3	-1	0.3
13	-0.3	-5	5	-6	-1.0
14	-0.5	-3	-11	-6	3.3
15	-0.8	-3	0	-4	-0.8

Two of these compounds, reformatted:
(10) COc1ccc(CNC(=O)C2CSC(c3ccc(OC)cc3)N2C(C)=O)cc1 (configuration not stated)
(8) Cc1ccc(C(=O)CSc2nnc(COc3cccc(C)c3)o2)cc1
assay / compound | 10 | 8
SUMO1 PPI mod | 3 | -3
Rpn11 block | i | i
MsrA inhibitor | 1.0 | 0.6
STEP block | -3 | -4
Scp-1 inhibitor | -12 | -20
TbMetRS inhib | -0.4 | -1.0
CSN inh | -4 | -7
DNMT1 inh | 0 | 1
NadD inh | 4 | -4
LMPTP block | -1.3 | 0.4

The main list resumes; the four compounds before the break are reprinted first.
cpd	structure	SUMO1 PPI mod	Rpn11 block	MsrA inhibitor	STEP block	Scp-1 inhibitor
12	COc1ccccc1OCc1nnc(SCC(=O)Nc2nnc(C3CC3)s2)n1C	0	i	-0.5	0	-1
13	CC(=O)Nc1ccc(NC(=O)C(C)Oc2ccc(C)nc2[N+](=O)[O-])cc1 (configuration not stated)	-25	i	1.3	-1	-10
14	COc1ccc(C(=O)N/N=C/c2ccc(N(C)c3ccccc3)cc2)cc1	-1	i	1.8	4	-7
15	C=C(C)C(=O)Oc1ccc(N2C(=O)[C@@H]3C4C=CC(C4)[C@@H]3C2=O)cc1	-3	i	-0.4	-1	-9
16	CC(=O)c1cn(CCOc2ccccc2C)c2ccccc12	2	i	-0.3	1	-15
17	O=C(O)CCC(=O)N1N=C(c2ccccc2)CC1c1ccc(Br)cc1 (configuration not stated)	-3	i	0.3	0	-14
18	O=C(Nc1cccnc1)C1COc2ccccc2O1 (configuration not stated)	3	i	0.4	1	-2
19	CCC1S/C(=C(\C#N)C(=O)NCc2ccco2)N(c2ccc(F)cc2)C1=O (configuration not stated)	2	i	2.2	5	-10
20	CCOC(=O)c1cc2sc(C)cc2n1CC(=O)Nc1cccc(C)c1C	-5	i	-0.8	-5	0
21	O=C(CN1CCN(Cc2ccc(Cl)cc2)C1=O)NCCN1CCCC1	-7	i	-0.4	2	-3
22	CCN1CCCC1CNCc1ccc(Cl)cc1Cl (configuration not stated)	2	i	0.6	1	-3
23	O=C(Cc1cccc(NC(=O)C2CCN(C(=O)c3ccccc3)CC2)c1)Nc1cccc(C(=O)N2CCCC2)c1	0	i	-0.1	2	-6
24	COc1ccc(C(=O)Nc2ccc3nc(C)c(C)nc3c2)cc1	-7	i	3.5	0	-11
25	O=C(NCc1ccccc1)NC1(C(=O)N2CCCC2)CCCCC1	0	i	-0.9	-2	-3
26	C[C@@H]1CN([C@H](C)CO)C(=O)c2cc(-c3ccc(F)cc3)cnc2O[C@H]1CN(C)C(=O)c1ccc(F)cc1	-1	i	1.2	0	.
27	Cc1cnc(NC(=O)CCNC(=O)c2ccccc2Cl)s1	2	i	-0.4	0	-3
28	COc1ccc2c(c1OC)C(=O)OC2CC(=O)c1ccc2c(c1)OCO2 (configuration not stated)	-16	i	2.8	0	-5
29	CCC1COC(c2cccn2Cc2ccccc2Cl)=N1 (configuration not stated)	-3	i	-0.7	0	-3
30	O=C(Nc1nc2cc3c(cc2s1)OCO3)c1ccc(N2C(=O)CCC2=O)cc1	-6	i	1.0	1	-7

cpd	TbMetRS inhib	CSN inh	DNMT1 inh	NadD inh	LMPTP block
12	-0.7	1	3	-1	0.3
13	-0.3	-5	5	-6	-1.0
14	-0.5	-3	-11	-6	3.3
15	-0.8	-3	0	-4	-0.8
16	-0.1	2	2	-2	2.8
17	-1.0	-1	-1	8	-0.1
18	0.3	1	0	1	-0.6
19	-1.0	6	3	-4	-0.5
20	-0.6	-2	21	4	-2.1
21	-0.1	3	-3	-3	0.2
22	4.0	0	-2	-1	-1.8
23	-0.3	2	12	2	0.0
24	0.0	-4	1	-4	-1.0
25	-0.5	5	4	-4	-0.2
26	0.6	1	21	10	0.2
27	-0.3	3	1	1	-1.1
28	-1.3	-5	-1	-4	1.9
29	0.2	-6	1	-2	15
30	0.7	4	-7	2	0.8

Other entries.
cpd	structure	SUMO1 PPI mod	Rpn11 block	MsrA inhibitor	STEP block	Scp-1 inhibitor
31	Cc1nc2cc(NC(=O)NCc3ccccc3)ccc2o1	1	i	-0.7	-1	6
32	CCOC(=O)C[N+](CC)(CC)CC#Cc1ccccc1	-3	i	1.7	-1	-4
33	O=C(c1nc2nc(-c3cccs3)cc(C(F)(F)F)n2n1)N1CCN(Cc2ccccc2)CC1	-11	i	4.0	2	1
34	CC(=O)c1cc(C(=O)N2CCc3c([nH]c4ccccc34)C2C2CCCCC2)[nH]n1 (configuration not stated)	1	i	0.7	-3	-1
35	N#Cc1cccc2c1-c1ccccc1/C2=N/NC(N)=O	-9	i	.	0	-10
36	CN(C)c1ccc(CN(C(=O)c2ccco2)C2CCS(=O)(=O)C2)cc1 (configuration not stated)	-2	i	-0.6	3	-6
37	Cc1ccc(NC(=O)CN2CCCC2)c2c1CC(C)(C)O2	-3	i	1.3	-3	-7
38	COc1cc(C(=O)NNC(=S)NC(=O)c2ccc(F)cc2)cc(OC)c1OC	0	i	0.5	5	-6
39	CN(C)S(=O)(=O)N1CCN(c2ccnc3cc(Cl)ccc23)CC1	-5	i	.	1	-5
40	S=C(SSC(=S)N1CCOCC1)N1CCOCC1	3	i	-1.8	8	.
41	OCCCn1c(CCNc2nc(-c3ccc(Cl)cc3)cs2)nc2cc(C(F)(F)F)ccc21	-2	i	-0.3	4	-4
42	COc1ccc(OC)c(CN2C(=O)CSCC2(C)C(=O)NC(C)C)c1 (configuration not stated)	1	.	0.4	.	.

cpd	TbMetRS inhib	CSN inh	DNMT1 inh	NadD inh	LMPTP block
31	-0.3	4	-1	1	1.7
32	-0.8	5	0	-5	-1.3
33	-0.9	-1	-1	7	-1.4
34	-0.2	-1	-20	9	-0.6
35	-0.6	1	24	-6	-0.6
36	0.2	0	2	1	-2.3
37	-0.6	-8	3	-3	-2.9
38	-1.0	-2	-1	-4	-0.5
39	2.6	-1	-2	-3	5.4
40	-0.3	-6	5	16	44
41	0.2	-3	-7	1	3.1
42	0.1	-3	.	.	-0.7

Screening results from PubChem BioAssay.
